# Screening data from PubChem.
# TRHR PAM: allosterically enhances the human TRH receptor; P34981; TRHR cells, fluo-8 calcium fluorescence, EC20 TRH enhancement; enhancement, % at 2 µM; hit rate 0.66% among 360,000; AID 493056; in the data active = enhancement above about 30%; note: 0% is about no effect
#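 Enhancer read-out: after compound pinning and an initial kinetic agonist-mode read, an EC20 of TRH (10 nM final) was injected and fluo-8 calcium signal (Ex 480/Em 530) followed at 1 s/cycle for 100 cycles in TRHR-expressing cells.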
# D1 potentiator: enhances dopamine response at the human D1 receptor | P21728 | HEK293 TREx D1 cells, calcium flux, dopamine EC20 potentiation | potentiation, % at 10 µM | hit rate 0.036% among 360,000 | AID 504651; in the data active = potentiation above about 30%; note: 0% is about no effect
# Target sequence (P21728 whole entry, looked up): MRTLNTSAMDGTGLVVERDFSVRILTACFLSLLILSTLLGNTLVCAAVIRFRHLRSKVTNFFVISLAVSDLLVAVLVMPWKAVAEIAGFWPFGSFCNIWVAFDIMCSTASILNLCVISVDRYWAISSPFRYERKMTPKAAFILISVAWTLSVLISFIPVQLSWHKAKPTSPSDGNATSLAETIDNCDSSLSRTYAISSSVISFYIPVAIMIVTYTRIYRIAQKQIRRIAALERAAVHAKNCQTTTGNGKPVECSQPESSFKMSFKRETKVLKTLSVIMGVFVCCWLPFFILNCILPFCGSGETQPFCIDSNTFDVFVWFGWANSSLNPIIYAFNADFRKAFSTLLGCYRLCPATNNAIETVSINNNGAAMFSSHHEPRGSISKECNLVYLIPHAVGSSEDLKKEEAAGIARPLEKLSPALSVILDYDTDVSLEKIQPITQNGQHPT
# RXFP1 antagonist: RXFP1 (human) relaxin receptor antagonism | Q9HBX9 | HEK293-RXFP1, relaxin-stimulated cAMP HTRF, 30 min; stronger effect = lower value | activity change, negative = inhibition, % at 57.5 µM | hit rate 0.59% among 350,000;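 active = activity change of -60% or lower, but not beyond a set lower limit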; note: % is set by controls: 0 for no effect and ±100 for the full control effect
# D1 antag: antagonists of human D1 dopamine receptor; AID 504652; activity change, negative = inhibition, % at 10 µM; hit rate 3.2% among 360,000; HEK293 TREx D1 cells, calcium flux, dopamine EC80; stronger effect = lower value; P21728; in the data active = activity change below about -30%; note: % is set by controls: 0 for no effect and ±100 for the full control effect
#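 HEK293 T-REx cells expressing inducible, force-coupled D1 receptor; no-wash Ca dye, 30–90 min RT. Cmpd → 180 s read at 1 Hz → EC80 DA → 180 s read.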
# D2 potentiator: D2 dopamine receptor (human) potentiation; AID 485347; HEK293 T-REx D2, calcium flux, EC20 dopamine potentiation; P14416; potentiation, % at 10 µM; hit rate 0.34% among 340,000;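 active = potentiation over 3 SD above the plate norm, cut at about 30% in these data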; note: 0% is about no effect
# Target sequence (P14416 whole entry, looked up): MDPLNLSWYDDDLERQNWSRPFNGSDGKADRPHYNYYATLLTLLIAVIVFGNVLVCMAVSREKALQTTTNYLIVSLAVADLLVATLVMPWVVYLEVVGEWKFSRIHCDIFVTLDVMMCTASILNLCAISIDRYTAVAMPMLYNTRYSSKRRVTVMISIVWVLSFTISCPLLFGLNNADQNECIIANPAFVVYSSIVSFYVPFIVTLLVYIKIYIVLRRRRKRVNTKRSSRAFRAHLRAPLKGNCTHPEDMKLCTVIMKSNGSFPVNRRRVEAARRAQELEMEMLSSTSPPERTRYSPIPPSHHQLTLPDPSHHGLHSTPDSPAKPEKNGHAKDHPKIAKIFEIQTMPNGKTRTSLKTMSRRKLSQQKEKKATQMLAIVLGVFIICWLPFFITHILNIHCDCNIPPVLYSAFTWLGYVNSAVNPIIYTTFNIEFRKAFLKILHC
#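 Tetracycline-induced Hek293 Trex D2 cells, force-coupled to calcium, loaded with no-wash calcium dye. Compound added with 180 s kinetic read for agonism, then EC20 dopamine and a further 180 s read for potentiation.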
# D1 ag: activates the human D1 dopamine receptor | P21728 | HEK293 T-REx D1 cells, calcium flux, agonist mode | activation, % at 2 µM | hit rate 1% among 360,000 | AID 504660; note: 0% is about no effect
#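 Inducible HEK293 T-REx D1 cells, force-coupled to calcium signalling, were plated at 4000 cells/well with tetracycline and held overnight at 30 C. After no-wash calcium dye loading, compound-evoked calcium rise over 180 s flagged agonists.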
# D2 antagonist: D2 dopamine receptor (human) antagonism; P14416; HEK293 TREx D2 cells, calcium flux, dopamine EC80; inhibition, % at 10 µM; hit rate 2% among 340,000; AID 485344; in the data active = inhibition above about 30%; note: 0% is about no effect
#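 HEK293 T-REx D2 cells, tet-induced, calcium dye no-wash. Cpd pintool add, 180 s kinetic, then EC80 DA, 180 s kinetic. Ca flux read.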
# D2 ag: activates the human D2 dopamine receptor | activation, % at 2 µM | hit rate 0.53% among 340,000 | AID 485358 | HEK293 T-REx D2 cells, calcium flux agonist mode | P14416;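 active = activation over 3 SD above normal in the single-dose calcium agonist read, cut at about 30% in these data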; note: 0% is about no effect
#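 In this primary screen, compounds producing a positive calcium signal within 180 s of addition to tetracycline-induced, force-coupled HEK293 Trex D2 cells are flagged; cells are dye-loaded with a no-wash calcium kit beforehand.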
# TRHR ag: activates the human TRH receptor; hit rate 0.18% among 360,000; TRHR cells, calcium flux fluo-8, FDSS agonist mode; activation, % at 2 µM; note: 0% is about no effect
#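 TRHR-expressing cells, plated overnight in medium with 10% serum, were loaded with fluo-8 calcium dye at room temperature. After a 10 s baseline, library compound was pin-added and calcium release was recorded kinetically (ex 480/em 530) as agonist response.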
# Starred values were filed as active, the others as inactive; . = not tested or not shown. Cut-off read from the data, not from the text of the source, unless noted: active = activation above about 30%; inactive = the rest.
SMILES,TRHR PAM,D1 potentiator,RXFP1 antagonist,D1 antag,D2 potentiator,D1 ag,D2 antagonist,D2 ag,TRHR ag
Cc1ccc(-c2noc(CSc3nnc(C)n3-c3ccc(F)cc3)n2)cc1,3,-1,.,-1,-8,7,.,0.6,-0.2
COCCCNC(=S)NCCCNc1nc2cc3c(cc2cc1C#N)OCO3,17,-6,8,5,-1,1,-1,0.1,-0.1
CC(C)[C@H](NC(=O)c1ccccc1F)C(=O)Nc1ccc(F)c(F)c1,-29,-1,-6,-11,-7,2,11,-0.7,0.8
NS(=O)(=O)c1ccc(CNC(=S)NC2CCCC2)cc1,12,-1,-7,14,-4,3,10,0.3,0.5
O=C(CN1C(=O)NC(Cc2c[nH]c3ccccc23)C1=O)NC1CC1 (stereo not drawn),8,4,-1,9,9,2,-10,-1.2,0.7
O=C1c2cccnc2C(=O)N1Cc1ccc(Cl)cc1,-10,-2,-6,.,7,2,3,-0.2,-0.1
CCC(C)C(NC(=O)C(C)NC(=O)CNC(=O)OC(C)(C)C)C(N)=O (stereo not drawn),6,2,-12,14,7,1,-15,1.2,2.7
CC(=O)c1ccc(Oc2cc(C(F)(F)F)cnc2C(N)=O)cc1,-1,-1,-3,-4,2,0,-9,-0.1,-1.9
CCCCNCCOCCOc1ccc(Cl)cc1Br,3,-3,.,-41*,-28,14,72*,0.4,-0.1
CCc1ccc(-c2cc(C(F)(F)F)n3nc(C(=O)Nc4c(C)nn(Cc5ccc(F)cc5)c4C)cc3n2)s1,-20,-1,-20,4,14,8,-9,0.4,0.5
CCOC(=O)C[n+]1ccc2c([nH]c3ccccc32)c1C,0,-4,2,-16,-6,0,4,-1.0,0.9
O=C1CCC(C(=O)NCCCn2ccnc2)N1 (stereo not drawn),-1,0,22,0,-8,3,4,-0.8,0.5
CCCc1nnc(NC(=O)C(CC)Sc2nnc3c4ccccc4n(C)c3n2)s1 (stereo not drawn),-4,-2,3,11,8,1,.,-0.3,0.4
CCOc1ccc(NC(=O)CSc2nc(-c3cccs3)cc(C(F)(F)F)n2)c([N+](=O)[O-])c1,2,1,-6,-12,-1,1,5,0.5,0.1
O=[N+]([O-])c1ccc(CSc2nc3ccccc3[nH]2)cc1,-5,-6,-11,-20,-12,6,-9,2.7,-0.3
O=C(O)c1ccc(S(=O)(=O)Nc2cccc(CP(=O)(c3ccccc3)c3ccccc3)c2)cc1,-1,-5,-5,-25,12,3,-7,-1.9,-2.0
CCC(C(=O)Nc1ccccc1-c1ccccc1)c1ccccc1 (stereo not drawn),-3,0,-21,-5,-5,9,4,0.0,0.1
COC(=O)c1sccc1NC(=O)CC1NCCNC1=O (stereo not drawn),0,4,-3,-8,2,0,-12,0.6,-0.9
CCN(Cc1ccccc1)C(=O)CN1C(=S)NC(C)(C)CC1C (stereo not drawn),1,-2,2,-2,6,-1,8,0.6,0.1
Cc1cc(Br)c(NC(=O)COC(=O)CSc2nnc(-c3ccc(Cl)cc3)o2)c(Br)c1,-5,4,-6,-12,5,2,-4,1.2,-0.1
Cc1sc2nc(C3CC3)nc(N3CCN(S(=O)(=O)c4ccc(F)cc4)CC3)c2c1C,13,-1,-27,-2,15,7,19,0.2,0.4
COC(=O)c1cc2c(cc1Cl)N1CCCCCC1=NS2(=O)=O,-4,-3,-9,6,-5,0,4,0.1,-0.2
Fc1cccc2sc(N3CCOCC3)nc12,4,-1,-7,-4,2,-2,-23,1.2,-0.4
COc1ccc2cc(C(=O)C3CCCN(Cc4cnc(N5CCOCC5)s4)C3)ccc2c1 (stereo not drawn),4,3,-29,-7,-14,16,-4,36*,0.9
O=C(NCC1CCCO1)c1ccc(F)c2ccccc12 (stereo not drawn),-1,1,4,-15,.,2,.,.,0.9
# More results:
SMILES,TRHR PAM,D1 potentiator,RXFP1 antagonist,D1 antag,D2 potentiator,D1 ag,D2 antagonist,D2 ag,TRHR ag
CN(Cc1ccccc1)C(=O)c1nc[nH]c1C(=O)N1CCc2ccccc2C1,-1,0,.,.,11,-1,0,0.3,-0.1
Cc1c(-c2ccc(OCc3ccccc3)cc2)nc2ccccc2c1C(=O)O,-1,1,-5,-15,11,4,7,-1.7,-0.5
Cc1ccc(N2NC(=O)/C(=C/C=C/c3ccco3)C2=O)cc1C,0,-3,-2,-1,16,0,6,-0.1,-0.2
CC(C)(C)c1ccc(C(=O)Nc2cccc(-n3cnnn3)c2)cc1,0,-4,1,-11,-11,11,7,-0.2,0.2
COc1ccc(CCNC(=O)c2cccc3ccccc23)cc1OC,-4,-6,0,-17,28,4,-2,0.6,-0.2
CCOc1cc(/C=N/NC(=O)CSc2nnc(C)s2)ccc1OCc1ccccc1Cl,10,7,-5,6,3,3,4,-0.7,0.1
O=P(COCCCCCOCP(=O)(c1ccccc1)c1ccccc1)(c1ccccc1)c1ccccc1,-7,-1,-4,-1,.,2,-5,0.4,-0.3
COc1cccc(CC2(CO)CCN(S(=O)(=O)N(C)C)CC2)c1,-6,-6,-11,-15,-2,4,-4,6.3,-0.8
COc1ccc(C(=O)NN/C(C)=C/C(=O)C(F)(F)C(F)(F)C(F)(F)F)cc1,0,-8,-2,-7,-6,4,-2,-0.7,1.1
Cc1oc(-c2ccccc2Cl)nc1CN1CCCC1c1ccc(F)cc1 (stereo not drawn),-22,-6,-12,15,7,4,2,-0.4,0.1
COc1ccc(C2=NN(S(C)(=O)=O)C(c3cccs3)C2)cc1 (stereo not drawn),-2,-6,4,-13,0,4,-3,-1.6,-2.5
CCCNC(=O)CS(=O)Cc1nc(-c2ccc(OC)cc2)oc1C (stereo not drawn),-1,2,-8,-2,-13,0,4,0.7,-0.2
O=C(NCc1cccc(CNC(=O)C(=O)NCc2ccco2)c1)C(=O)NCc1ccco1,-4,-4,-6,6,-1,1,2,1.0,0.3
CC(=N\NC(=O)c1ccccc1)/C(=N/O)C(=O)Nc1ccccc1,5,-2,-19,-23,-12,6,-21,-0.5,0.4
Cc1ccc(C(=O)Nc2ccc(S(=O)(=O)NC3=NCCCCC3)cc2)cc1S(=O)(=O)N1CCOCC1,-5,-1,13,4,-1,1,12,0.2,1.6
CC[n+]1c(/C=C2\Sc3ccccc3N2C)ccc2cccc(C)c21,6,13,-31,3,0,13,-6,23,20
CC(C)(C)C(=O)Nc1cc(-c2cccc(Br)c2)nn1-c1ccccc1,0,5,.,-1,-2,2,.,-0.6,0.1
N#CC1(N2CCN(C(=O)c3ccccc3)CC2)CCCCC1,6,4,7,1,-11,3,-9,8.8,0.1
COC(=O)c1ccc(S(=O)(=O)NCc2cccc(OC)c2)n1C,12,-1,-4,-12,8,3,-5,-0.5,-0.4
CCOC(=O)C1C(=O)C=C(c2ccc(OC)cc2)CC1c1ccco1 (stereo not drawn),-1,-6,.,-14,-5,4,-9,0.6,-0.2
CCCCn1c(N)c(N(CCC(C)C)C(=O)c2ccccc2C)c(=O)[nH]c1=O,3,-5,-3,8,-3,3,-8,0.0,-0.1
CS(=O)(=O)N1CCN(c2ncccn2)CC1,2,-1,-6,-8,-8,3,-30,-0.3,-0.3
CCOc1ccc(CC(=O)N2CCN=C2SCc2ccc([N+](=O)[O-])cc2)cc1,-1,-2,-14,-3,1,5,-22,0.8,-0.5
COc1ccc2[nH]c3c(Cl)ncnc3c2c1,-1,0,20,1,0,1,-2,-0.4,-0.2
O=c1oc2cc(O)ccc2s1,0,-7,.,12,7,-1,-12,1.4,0.0

# Compound profiles, from the list above. Order of screens: TRHR PAM | D1 potentiator | RXFP1 antagonist | D1 antag | D2 potentiator | D1 ag | D2 antagonist | D2 ag | TRHR ag
# `CC(C)(C)C(=O)Nc1cc(-c2cccc(Br)c2)nn1-c1ccccc1` reads 0 | 5 | . | -1 | -2 | 2 | . | -0.6 | 0.1
# `Cc1ccc(C(=O)Nc2ccc(S(=O)(=O)NC3=NCCCCC3)cc2)cc1S(=O)(=O)N1CCOCC1` reads -5 | -1 | 13 | 4 | -1 | 1 | 12 | 0.2 | 1.6
# `CCOc1cc(/C=N/NC(=O)CSc2nnc(C)s2)ccc1OCc1ccccc1Cl` reads 10 | 7 | -5 | 6 | 3 | 3 | 4 | -0.7 | 0.1
# `O=C(CN1C(=O)NC(Cc2c[nH]c3ccccc23)C1=O)NC1CC1` (stereo not drawn) reads 8 | 4 | -1 | 9 | 9 | 2 | -10 | -1.2 | 0.7
# `COC(=O)c1cc2c(cc1Cl)N1CCCCCC1=NS2(=O)=O` reads -4 | -3 | -9 | 6 | -5 | 0 | 4 | 0.1 | -0.2

# (more compounds)
SMILES,TRHR PAM,D1 potentiator,RXFP1 antagonist,D1 antag,D2 potentiator,D1 ag,D2 antagonist,D2 ag,TRHR ag
CCCn1cnc2c(c1=O)c1nc3ccccc3nc1n2CCC1=CCCCC1,-2,-1,.,1,18,1,-2,0.9,0.3
COc1ccc(N2CCN(C(=O)c3[nH]c4ccc(OC)cc4c3C)CC2)cc1,0,-7,-4,5,-4,1,-7,-0.3,-0.4
CCOC(=O)C1CCCN(S(=O)(=O)c2cccs2)C1 (stereo not drawn),-2,-2,-1,1,.,2,2,1.2,0.4
CC1CC(C)(C)CC2(C1)NC(=O)N(CC(=O)NCC(c1ccco1)N1CCCCC1)C2=O (stereo not drawn),0,9,-5,-4,-4,0,3,1.0,-0.3
C=CCN(c1ccc(C(N)=O)cc1)S(C)(=O)=O,0,1,-8,-14,0,-1,-5,1.3,0.0
COc1ccc(Nc2nc(N)nc(CN(C)C3CCCCC3)n2)cc1,-2,-5,-8,-34*,6,1,6,-1.2,0.1
O=C(c1cccc(Br)c1)N1CCN(C(=O)N2CCOCC2)CC1,-7,4,-3,4,-5,0,19,0.8,0.3
CC(C)Oc1ccc(C2CCC(=O)NC2=O)cc1 (stereo not drawn),-1,-5,-4,-3,4,0,-2,0.5,0.1
Cc1ccc(OC(F)F)c(NC(=O)Nc2ccc3c(c2)OCO3)c1,2,-3,-11,-12,.,1,.,.,-0.1
O=C(CSc1ccc2nnc(-c3ccccn3)n2n1)NCc1ccco1,-3,3,.,-1,-14,0,-9,0.5,-0.4
Cc1ccc(S(=O)(=O)NCc2cc(=O)n(C)c(=O)n2C)cc1C,-9,-2,9,-28,19,2,-17,-0.4,0.0
CC(/C=N/NC(=O)Cc1cccs1)=C\c1ccccc1,-3,-2,-2,-25,-5,3,-6,-0.6,1.6
COc1ccccc1NC(=S)N(Cc1ccccc1)Cc1ccccn1,13,-5,4,-8,-5,-2,-34,0.4,0.9
CCCCCc1ccc(-c2ccc(OCC)cc2)nc1,6,-3,-18,-9,13,0,-15,0.0,0.6
CCC(=O)N1CCc2cc(Br)cc(S(=O)(=O)NCCN3CCCCC3CC)c21 (stereo not drawn),-6,-8,-4,-10,-5,0,-16,0.1,-0.3
Cc1nn(-c2ccccc2)c2nc(C3CC3)cc(C(=O)Nc3ccc(F)cc3)c12,-12,-8,-7,-22,-4,9,.,1.2,2.4

# Given tab-delimited: entries from further up
SMILES	TRHR PAM	D1 potentiator	RXFP1 antagonist	D1 antag	D2 potentiator	D1 ag	D2 antagonist	D2 ag	TRHR ag
CCCCCc1ccc(-c2ccc(OCC)cc2)nc1	6	-3	-18	-9	13	0	-15	0.0	0.6
CCC(=O)N1CCc2cc(Br)cc(S(=O)(=O)NCCN3CCCCC3CC)c21 (stereo not drawn)	-6	-8	-4	-10	-5	0	-16	0.1	-0.3
